HTR1E antagonist: antagonists of human 5-HT1E serotonin receptor; AID 571; CHO 5-HT1E Ga15 NFAT-bla reporter, FRET, antagonist; inhibition, % at 6 µM; P28566; 65,000 tested, 0.99% active;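 active = inhibition above a set limit, the mean inhibition across every tested compound plus 3 SD, cut at about 29% in these data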;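 also: signal is the 460 over 535 nm emission ratio of beta-lactamase substrate; 0% = agonist plus DMSO wells and 100% = wells without agonist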
5-HT1A blocker: 5-HT1a (human) receptor antagonism; AID 612; 62,000 tested, 0.68% active; P08908; inhibition, % at 10 µM; CHO 5-HT1a Ga15 NFAT-bla reporter, antagonist mode;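 active = inhibition above the mean of all tested compounds plus 3 SD, cut at about 43% in these data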;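 also: receptor stimulated by 5-CT agonist at 100 nM near EC80; beta-lactamase reporter measured by ratiometric fluorescence of a cleavable substrate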
S1P1 ag pot: agonists and agonism potentiators of human S1P1 receptor; S1P1 CRE-bla cells, forskolin, beta-lactamase FRET, potentiator mode; S1P1 agonist co-added at EC20, 2 nM; 100% = saturating reference agonist, 0% = basal; activation, % at 9.5 µM; 56,000 tested, 0.57% active;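 active = activation above a cutoff set at the mean activation of all tested compounds plus 3 SD, cut at about 54% in these data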;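 also: forskolin at 4 µM as EC80 and the EC20 agonist is SEW2871; 100% = SEW2871 at its EC100 plus forskolin at EC80; some compounds past the cut are filed as inactive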
Target sequence (P21453 whole entry, looked up): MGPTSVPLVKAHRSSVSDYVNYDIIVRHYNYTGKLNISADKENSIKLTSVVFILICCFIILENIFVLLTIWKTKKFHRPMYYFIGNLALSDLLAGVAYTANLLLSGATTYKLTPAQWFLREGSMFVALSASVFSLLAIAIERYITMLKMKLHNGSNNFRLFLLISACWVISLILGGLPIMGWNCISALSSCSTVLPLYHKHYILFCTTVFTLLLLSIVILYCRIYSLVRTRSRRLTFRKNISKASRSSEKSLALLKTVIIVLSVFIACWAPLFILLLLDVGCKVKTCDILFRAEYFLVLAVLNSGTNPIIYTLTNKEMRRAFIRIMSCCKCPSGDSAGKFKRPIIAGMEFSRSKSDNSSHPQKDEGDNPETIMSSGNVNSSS
M1 ag: agonists of M1 muscarinic receptor. CHO-M1 cells, Fluo-4 calcium fluorescence, agonist mode; stronger effect = higher value. B-score at 10 µM. 64,000 tested, 3% active. AID 626;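 active = fluorescence rise, raw or as B-score row- and column-corrected plate score, outside the 99.7% band of its plate's samples, either direction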
5HT1a ag: 5-HT1a (human) receptor agonism; CHO 5-HT1a Ga15 NFAT-bla reporter, FRET ratio; 0% basal, 100% maximal reference agonist; activation, % at 10 µM; 65,000 tested, 0.56% active;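 active = activation above the screen-wide mean activation plus 3 SD, cut at about 19% in these data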;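 also: 0% = DMSO wells and 100% = 5-CT at EC100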
5HT1E ag: activates the human 5-HT1E serotonin receptor; P28566; CHO 5-HT1E Ga15 NFAT-bla reporter, FRET; 0% DMSO wells, 100% control agonist wells; activation, % at 6 µM; 65,000 tested, 0.69% active; AID 574;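 active = activation above a set limit, the screen-wide mean activation plus 3 SD, cut at about 8.5% in these data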;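 also: 100% = positive control agonist at 1 µM giving full maximal response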
Jurkat tox 60K: cytotoxic compounds reducing Jurkat cell viability | Jurkat E6.1 viability, ATP luminescence, 48 h | inhibition, % at 4 µM | 56,000 tested, 1.2% active;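 active = inhibition above the mean inhibition of all tested compounds plus 3 SD, cut at about 28% in these data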
M1 antagonist: M1 muscarinic receptor (rat) antagonism | CHO-M1 cells, Fluo-4 calcium, ACh EC80 antagonist mode; stronger effect = lower value | B-score at 10 µM | P08482 | 64,000 tested, 3.4% active;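 active = calcium fluorescence response, raw or row-and-column corrected B-score, differing from the plate sample mean either way at a set confidence level, mostly lower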
S1P3 ag: S1P3 (human) receptor agonism; activation, % at 4.5 µM; S1P3 NFAT-BLA reporter cells, FRET ratio; relative to 1 µM S1P, basal subtracted; 60,000 tested, 0.1% active; AID 373; Q99500;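 active = activation above the screen-wide mean plus 3 SD, cut at about 4.5% in these data, passing the limit was not always enough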; also: some compounds called inactive have numbers as strong as hits
Target sequence (Q99500 whole entry, looked up): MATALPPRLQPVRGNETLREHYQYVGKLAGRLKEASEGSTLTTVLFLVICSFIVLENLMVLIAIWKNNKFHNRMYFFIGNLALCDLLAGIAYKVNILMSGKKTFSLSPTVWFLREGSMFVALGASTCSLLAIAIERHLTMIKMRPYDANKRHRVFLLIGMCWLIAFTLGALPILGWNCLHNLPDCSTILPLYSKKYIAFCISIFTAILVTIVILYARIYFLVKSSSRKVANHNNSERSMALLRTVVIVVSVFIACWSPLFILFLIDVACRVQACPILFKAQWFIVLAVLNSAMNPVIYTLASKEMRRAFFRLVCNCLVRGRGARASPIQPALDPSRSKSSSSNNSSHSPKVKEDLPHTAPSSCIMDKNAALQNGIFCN
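Assay system: stable CHO line with human S1P3, Gα16, NFAT-BLA reporter; Detection: FRET β-lactamase substrate fluorescence, excitation 405 nm, 460/535 nm emission ratio, background-subtracted; Read-out: percent activation versus median 1 µM S1P response, basal-subtracted, per plate; Incubation: cells plated overnight, compound 4 h 37 °C, substrate 2 h RT.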
* hit, by the source's call; nt = no result given. Random draw from the library; 8.9% or so of the library scored in one or more.

SMILES	HTR1E antagonist	5-HT1A blocker	S1P1 ag pot	M1 ag	5HT1a ag	5HT1E ag	Jurkat tox 60K	M1 antagonist	S1P3 ag
O=C(NCCN1CCCCC1)c1c(O)c2ccccc2[nH]c1=O	-0.4	-0.2	0.3	0.163	-1.1	-0.8	-3.4	-0.976	-0.1
O=C1c2ccccc2-c2nc3ncnn3c(-c3ccccc3)c21	-0.7	16.4	-2.9	0.0376	1.8	0.4	-4.9	0.284	-0.6
COc1ccc(OC)c(S(=O)(=O)NCC2CCCO2)c1 (configuration not stated)	4.7	1.1	-24.8	-0.0214	-3.1	0.0	1.5	0.459	-1.7
COc1ccc(CCN2C(=O)CC(C(N)=O)SC2=Nc2ccccc2)cc1OC (configuration not stated)	-7.7	2.9	-15.4	0.849	-2.6	0.5	-1.3	0.656	-0.1
Cc1cc(C)c(O)c(-c2cc(C(=O)Nc3ccc(S(=O)(=O)N4CCOCC4)cc3)[nH]n2)c1	-9.8	-8.9	5.0	-0.617	3.8	2.4	21.9	-0.0196	-1.8
CCOC(=O)c1[nH]c2ccccc2c1NC(=O)C(CC)CC	-4.7	6.4	-12.7	2.18	-1.5	-0.1	-4.1	0.144	-0.6
O=C(Cn1nnc(-c2ccc(S(=O)(=O)N3CCCC3)cc2)n1)NCC1CCCO1 (configuration not stated)	-5.0	-0.9	nt	-0.0152	-0.6	-0.5	nt	-0.206	nt
Cc1cc(=O)n(CC=C(Cl)Cl)c2ccccc12	-10.2	-3.4	-19.6	0.0875	-0.3	-0.4	-0.5	-0.254	0.7
CCCCNC(=O)OCC(CC)NC(=O)OC(C)C (configuration not stated)	2.3	14.8	-2.9	0.325	-1.3	-1.1	-3.3	-0.0132	-0.9
C=CCSc1nc(O)c(CC)c(=O)n1C(C)CC (configuration not stated)	16.3	6.4	8.6	-0.285	-1.3	-0.2	4.4	-0.218	-1.5
CCOC(=O)C1CCN(C(=O)c2cccc(C(=O)N3CCC(C(=O)OCC)CC3)c2)CC1	2.5	-8.5	2.5	0.716	-0.9	-0.5	-6.8	-0.685	-1.5
C/C(=N\O)c1ccc2[nH]ccc2c1	-3.5	nt	4.8	-0.502	1.3	0.6	nt	0.0616	-0.7
CC(C)(C)c1cc(CCC(=O)N2CCNCC2)c(C(C)(C)C)cc1O	-3.3	-2.4	-8.4	0.00328	-5.0	-0.5	-4.5	-0.35	-0.3
CSc1nc(NC(C)(C)C)nc(N2CCOCC2)n1	2.1	-5.5	nt	0.577	-0.2	-0.6	nt	1.16	nt
CCOC(=O)Cn1c(C)c(Br)c(=O)c2cccc(C)c21	-1.8	-2.6	-7.2	0.783	2.4	0.0	0.1	-0.0715	-0.1
CCCc1ccc(OCc2ccc(C(=O)OC)o2)c(OC)c1	-24.3	-2.1	nt	0.0639	-0.7	1.2	0.4	-0.0849	-1.0
O=C(COC(=O)CCOc1ccccc1)Nc1ccc(Cl)cn1	-3.3	-0.6	1.5	-0.411	-3.0	-0.6	-2.7	0.0135	0.1
COc1cc2[nH]c(=S)nc(NCC3CCCO3)c2cc1OC (configuration not stated)	-11.6	-0.3	-3.6	-0.0844	0.2	-0.1	5.0	2	-0.6
O=S(=O)(NCC1OCCc2ccccc21)c1ccc(S(=O)(=O)N2CCOCC2)cc1 (configuration not stated)	3.6	-7.0	13.1	-0.00697	0.0	-1.0	5.3	-1.28	-0.4
O=C(NCC(c1cccnc1)N1CCN(c2ccccc2F)CC1)C1CCCCC1 (configuration not stated)	-5.1	-4.3	nt	1.75	1.3	-0.3	nt	-0.234	nt
O=C(CCN1C(=O)C2CC=C(Cl)CC2C1=O)Nc1ccccc1O (configuration not stated)	-1.3	-7.5	-27.4	-0.00397	-5.0	-0.1	2.4	1.01	-1.0
Cc1ccc(/C=c2\sc3nc(-c4ccco4)nn3c2=O)o1	2.0	-8.7	-28.8	0.23	-5.2	0.6	-15.6	0.711	-0.9
COc1ccc(-c2nnn(Cc3nc(N)nc(N4CCCCC4)n3)n2)cc1	6.7	0.6	-16.3	-0.962	-2.4	1.0	8.2	-1.19*	-0.2
COc1ccc(CC(=O)Nc2c3c(nn2-c2cccc(C)c2C)CS(=O)(=O)C3)cc1	9.3	0.8	nt	-0.392	0.2	-1.1	nt	0.577	nt
CCOC(=O)c1csc(Nc2nc3ccc(F)cc3s2)n1	-16.8	1.5	44.0	-0.902	-1.4	3.0	8.2	1.35	0.1

Grouped by structure: the entries above containing a furan ring, fused or not
SMILES	HTR1E antagonist	5-HT1A blocker	S1P1 ag pot	M1 ag	5HT1a ag	5HT1E ag	Jurkat tox 60K	M1 antagonist	S1P3 ag
CCCc1ccc(OCc2ccc(C(=O)OC)o2)c(OC)c1	-24.3	-2.1	nt	0.0639	-0.7	1.2	0.4	-0.0849	-1.0
Cc1ccc(/C=c2\sc3nc(-c4ccco4)nn3c2=O)o1	2.0	-8.7	-28.8	0.23	-5.2	0.6	-15.6	0.711	-0.9

(cont.)
SMILES	HTR1E antagonist	5-HT1A blocker	S1P1 ag pot	M1 ag	5HT1a ag	5HT1E ag	Jurkat tox 60K	M1 antagonist	S1P3 ag
O=C(O)COc1cccc2nsnc12	-8.1	10.7	-6.8	1.47	-1.3	-0.9	-3.9	0.774	-1.5
C=CCOC(=O)C1=C(C)Nc2nnnn2C1c1cccc(OC)c1OC (configuration not stated)	0.6	-0.1	-2.3	-0.335	0.1	0.8	4.9	0.321	-0.8
CCn1c(=O)cc(SCC(=O)Nc2ccc3c(c2)OCO3)c2ccccc21	13.7	-8.7	-10.3	-0.237	-1.6	-0.7	1.3	-0.127	-0.9
c1ccc(CN2CCN(c3ncccn3)CC2)nc1	1.2	-16.3	-19.4	-0.511	0.6	1.0	1.9	-1.26	-0.6
CC(C)CC(=O)Nc1ccc(C(=O)COc2ccc(-c3nnco3)cc2)cc1	1.1	-13.4	nt	1.28	2.1	-0.6	nt	0.0989	nt
CCN(CC)CCCNS(=O)(=O)c1ccc(OC)cc1	7.3	1.5	13.3	0.475	-1.1	-0.2	7.1	0.619	-1.3
Nc1ccnn1Cc1cccnc1	1.8	-13.9	26.8	0.823	0.5	0.6	1.8	0.369	1.1
COC(=O)CSC1=C(C#N)C(c2sccc2C)CC(=O)N1 (configuration not stated)	3.8	-15.1	nt	-0.45	-3.0	0.8	4.0	-0.361	-0.9
N#CCSc1nnc(-c2ccc(S(=O)(=O)N3CCOCC3)cc2)n1CC1CCCO1 (configuration not stated)	5.4	7.7	-1.8	-0.474	-1.0	-1.0	12.1	-0.447	-1.4
O=C(CSc1oc(-c2cccs2)nc1S(=O)(=O)c1ccc(F)cc1)NCC1CCCO1 (configuration not stated)	-2.4	3.1	24.9	-0.682	0.7	0.7	2.3	-0.202	-0.7
CN(c1ccccc1C(=O)Nc1ccc(S(=O)(=O)N2CCCCC2)cc1)S(C)(=O)=O	-74.1	-3.1	nt	-0.116	-0.1	-0.6	1.4	-0.908	-0.4
N#CCCCCn1c(-c2cncs2)nc2ccccc21	25.9	6.8	-15.7	0.0151	0.0	0.8	0.1	1	-0.4
O=C(NCCN1CCOCC1)C1CCN(c2nc3ccccc3o2)CC1	-2.5	-14.6	5.4	0.168	-0.5	0.3	-5.8	-2.15*	1.1
O=C(Cn1ncc2c(=O)oc3ccccc3c21)NCCCN1CCCC1=O	-11.7	-5.5	-14.5	-0.0376	-3.1	0.3	2.4	0.192	-0.7
CCCCCCn1c(N2CCN(c3ccccc3)CC2)nc2c1c(=O)[nH]c(=O)n2C	-2.1	-19.3	-1.3	nt	0.9	0.1	4.0	nt	-0.9
Cc1ccc(C2CC(C(F)(F)F)n3nc(C(=O)NCC4CCCO4)cc3N2)cc1 (configuration not stated)	-0.6	-2.1	-6.9	0.441	-2.0	-0.7	-0.4	-1.03	-1.1
Cn1c(=O)c2c(nc(CN3CCN(Cc4ccccc4)CC3)n2Cc2ccc(F)cc2)n(C)c1=O	-3.9	9.2	-20.0	0.117	-2.6	0.1	-2.6	-1.13	-0.1
CCOC(=O)c1[nH]c(C)c(C(=O)NC2CCN(C(=O)OCC)CC2)c1C	7.6	4.8	-20.7	0.033	-5.6	0.4	3.0	-0.192	-0.2
COc1ccccc1N1C(=O)CC(Nc2ccc(N3CCOCC3)cc2)C1=O (configuration not stated)	-9.4	5.2	nt	0.651	-0.8	0.5	4.8	0.42	-0.6
CC1(C)CC(NC(=O)C23CCC(C)(C(=O)C2)C3(C)C)CC(C)(C)N1 (configuration not stated)	-11.9	-7.7	-4.5	1.97	-1.3	-0.1	-2.7	0.433	-0.4
O=C(Nc1ccc2c(c1)OCCO2)c1ccc2nccnc2c1	5.5	-2.4	-9.6	1.59	-5.6	0.1	3.3	-0.676	-0.6
Cc1cc(C(=O)N2CCN(C/C=C/c3ccccc3)CC2)cs1	-8.0	1.4	-3.1	-0.98	0.7	-0.6	1.1	-1.55	-1.6
CCC(NC(=O)Nn1cnnc1)(C(F)(F)F)C(F)(F)F	6.0	nt	-3.5	-0.288	-3.9	-0.8	nt	-0.155	-1.9
CCN(CC)CCNC(=O)C1c2cc(OC)c(OC)cc2C(=O)N2CCc3ccccc3C12 (configuration not stated)	7.6	2.0	-30.7	-0.189	-0.6	-1.3	1.4	0.119	-1.5
CCCSc1nc2c(cnn2-c2ccc(F)cc2)c(=O)[nH]1	4.1	2.1	-33.8	-0.329	-0.2	-0.7	-2.2	1.55	-0.7

Next results.
SMILES	HTR1E antagonist	5-HT1A blocker	S1P1 ag pot	M1 ag	5HT1a ag	5HT1E ag	Jurkat tox 60K	M1 antagonist	S1P3 ag
N#Cc1c(NC(=O)Cn2cnc3ccccc3c2=O)oc(-c2ccccc2)c1-c1ccccc1	-3.7	10.8	-15.4	-0.86	-2.2	0.0	-4.8	1.52	-0.1
COc1ccc(-n2c(SC)nnc2-c2c[nH]c3ccccc23)cc1	10.4	10.7	3.5	-0.419	0.3	-0.3	2.9	-0.0936	0.0
COc1ccccc1NC(=O)c1cc2ccccc2o/c1=N\O	10.8	28.7	7.9	-0.211	-4.9	-0.5	11.6	0.319	-1.1
O=C(c1cc2ccccc2c(=O)o1)N1CCCc2ccccc21	-7.9	7.6	-17.0	-1.07	0.0	-0.2	2.5	-0.32	-0.2
CC(=O)n1cc(C2C(=O)CC(C)(C)CC2=O)c2ccccc21	13.7	11.9	-7.2	-1.47	0.5	0.1	-0.7	0.786	-1.6
Cc1ccccc1-c1nc(CS(=O)CC(=O)NCc2ccccc2)c(C)o1 (configuration not stated)	-18.5	-5.9	-28.5	-0.19	-1.1	0.2	-4.2	0.562	-0.7
COc1ccc2c(c1OC)C(=O)N1c3ccccc3C(=O)N(c3ccccc3)C21 (configuration not stated)	17.0	nt	-5.2	13.4*	6.2	-0.8	nt	-1.34	-4.7
CCC(C)c1ccc(NC(=O)CC(C)=O)cc1 (configuration not stated)	-2.1	-10.7	nt	-0.576	-3.1	-0.4	-4.8	0.165	0.4
CSc1ccccc1C(=O)NC1CC2CCC1C2 (configuration not stated)	-1.4	-9.7	-21.8	0.105	-0.8	2.8	-1.1	0.3	-1.1
CC1C2CC(CC1(C)C)N(C(=O)Nc1ccc3nccnc3c1)C2 (configuration not stated)	-4.6	6.2	-22.1	0.77	-3.6	-0.1	-0.7	-0.437	-1.4

Bioassay records as filed in PubChem.
